# Compound activity as filed in PubChem.
# TMEM16A act – TMEM16A chloride channel activators or potentiators, primary screen, cell-based, HTS. Anoctamin-1 (Mus musculus), Q8BHY3. HEK293 TMEM16A/YFP-H148Q/I152L, iodide quench fluorescence; active compounds read low. B-score at 10 µM. hit rate 0.3% among 340,000;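 active = fluorescence-ratio B-score plate-corrected deviation score at least 3 library SD below zero, with starting fluorescence score within 5 deviations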;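 also: channel opened by trigger with iodide after compound preincubation; score built on the fluorescence ratio of max minus min over baseline; more negative score means more quench and so TMEM16A activation or potentiation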
# KCNQ1 act – potentiators or activators of KCNQ1 channel, primary screen, cell-based, thallium flux, high-throughput; Potassium voltage-gated channel subfamily KQT member 1 (Homo sapiens), P51787; CHO-K1 KCNQ1, thallium flux FluxOR fluorescence; active compounds read high; B-score at 10 µM; hit rate 0.35% among 310,000; AID 2648, 2010;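 active = fluorescence ratio B-score, a plate-corrected score, at least three library SD, with initial intensity B-score within 5 SD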
#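 Doses: Single concentration per compound, DMSO matched to controls | Test system: KCNQ1-transfected CHO-K1 cells | Timing: 90 min dye loading and 20 min compound exposure, both at room temperature | Measured by: Kinetic FluxOR thallium fluorescence, 10-s 1-Hz baseline, 110-s post-stimulus read | Medium: Assay buffer with matched DMSO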
# hERG rescue – hERG rescue from dofetilide block, primary screen, cell-based, CHO-hERG, FluxOR thallium flux, dofetilide IC70 | AID 1511, 2009 | activation (rescue from dofetilide block), less the hit threshold, % at 10 µM | Voltage-gated inwardly rectifying potassium channel KCNH2 (Homo sapiens), Q12809 | hit rate 0.51% among 310,000 | dofetilide IC70 present;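 active = activation above the mean of controls blocked by dofetilide plus 5 SD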;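 also: thallium influx through hERG after potassium depolarization seen as dye fluorescence rise; in these data hits start at about 4.7%; inactives centre near -7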
# SKKanGAS inh – S. pyogenes SKKanGAS growth inhibitors in kanamycin, primary screen, streptokinase expression inhibitor project, SKKanGAS strain, BacTiter-Glo luminescence; inhibition, % at 7.5 µM; 6 h; hit rate 1.3% among 300,000;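 active = mean replicate score, as percent of positive control median, at least 50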;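 also: strain carries kanamycin resistance gene driven by streptokinase promoter and grows in 40 µg/ml kanamycin; loss of luminescence reflects streptokinase promoter inhibition or plain growth inhibition; 0% = median of DMSO wells and 100% = positive control at its reference dose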
# KCNQ1 inh – inhibitors of human KCNQ1 channel, primary screen, cell-based, thallium flux, high-throughput. CHO-K1 KCNQ1, FluxOR thallium flux fluorescence; active compounds read high. B-score at 10 µM. hit rate 1.3% among 310,000. Potassium voltage-gated channel subfamily KQT member 1 (Homo sapiens), P51787;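 active = compounds whose thallium flux B-score, printed positive for inhibition, exceeds three library SD while starting fluorescence stays within three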;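 also: channel opened by potassium depolarization with thallium stimulus after 20 min compound exposure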
# KCNK3 inh – human KCNK3 channel inhibitors, primary screen, CHO cells, FluxOR thallium flux, B-score; hit rate 0.84% among 340,000; B-score at 10 µM; FluxOR fluorescence; active compounds read low; AID 602410, 2012;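 active = B-score under library mean minus 4 SD, starting fluorescence ratio at most library mean plus 5 SD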;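 also: more negative B-score means stronger inhibition of thallium flux through KCNK3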
# Target sequence (O14649 whole entry, looked up): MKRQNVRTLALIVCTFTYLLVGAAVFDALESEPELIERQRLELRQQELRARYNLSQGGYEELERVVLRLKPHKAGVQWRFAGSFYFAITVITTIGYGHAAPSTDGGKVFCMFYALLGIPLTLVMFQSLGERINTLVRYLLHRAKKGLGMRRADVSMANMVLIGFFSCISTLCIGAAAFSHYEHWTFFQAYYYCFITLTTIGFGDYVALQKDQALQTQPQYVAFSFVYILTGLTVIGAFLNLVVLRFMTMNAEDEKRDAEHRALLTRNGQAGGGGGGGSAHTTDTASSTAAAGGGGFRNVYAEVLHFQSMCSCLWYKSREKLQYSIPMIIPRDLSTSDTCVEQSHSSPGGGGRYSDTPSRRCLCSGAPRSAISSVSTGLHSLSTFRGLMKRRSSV
# ANO1 block – TMEM16A chloride channel inhibitors, primary screen, cell-based, HTS; HEK293 TMEM16A/YFP iodide influx fluorescence, ionomycin; normalized B-score (activity score, 25-100; higher = stronger inhibition) at 10 µM; hit rate 1.2% among 310,000; Anoctamin-1 (Mus musculus), Q8BHY3;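 active = ratio plate-corrected score three or more library SD toward inhibition, starting fluorescence score within five deviations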;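 also: score derived from kinetic fluorescence span divided by baseline fluorescence per well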
# HDAC3 inhib – HDAC3 deacetylase inhibitors, primary screen, biochemical, fluorescence, cell-free homogeneous; hit rate 0.15% among 320,000; recombinant HDAC3, fluorogenic peptide/trypsin coupled; AID 2718, 2010; Histone deacetylase 3 (Homo sapiens), O15379; inhibition, % at 8.3 µM; in the data active = inhibition above about 26%, passing the limit was not always enough
# Target sequence (O15379 whole entry, looked up): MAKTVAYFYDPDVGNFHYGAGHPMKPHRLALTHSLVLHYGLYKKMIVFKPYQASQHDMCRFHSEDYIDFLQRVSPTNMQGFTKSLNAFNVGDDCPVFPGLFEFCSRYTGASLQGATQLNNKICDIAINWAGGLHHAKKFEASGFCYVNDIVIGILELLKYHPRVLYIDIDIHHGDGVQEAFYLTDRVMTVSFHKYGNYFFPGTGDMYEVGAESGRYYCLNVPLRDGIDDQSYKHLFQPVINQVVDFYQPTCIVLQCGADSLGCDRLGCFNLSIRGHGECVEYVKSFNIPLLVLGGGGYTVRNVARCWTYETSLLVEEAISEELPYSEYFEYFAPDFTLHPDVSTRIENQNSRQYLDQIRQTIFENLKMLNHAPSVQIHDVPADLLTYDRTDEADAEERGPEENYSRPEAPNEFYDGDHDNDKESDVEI
# KCNK9 inh – KCNK9 potassium channel inhibitors, primary screen, HEK293 cells, thallium flux; FluxOR thallium flux fluorescence; active compounds read low; AID 488922, 2010; Potassium channel subfamily K member 9 (Homo sapiens), Q9NPC2; B-score at 10 µM; hit rate 1.2% among 310,000;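 active = ratio B-score over 3 SD below the library mean, with starting fluorescence within 5 SD of its mean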;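 also: negative B-score means less thallium flux so channel inhibition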
# RGS4 act – RGS4 potentiators or activators, primary screen, cell-based, HEK293 M3R inducible RGS4, calcium flux. carbachol calcium flux Fluo4; active compounds read low. B-score at 10 µM. hit rate 0.92% among 310,000. AID 463111, 2010;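 active = B-score of the integrated calcium signal more than 4 SD below the library mean, with starting fluorescence not abnormally high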;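 also: negative B-score means reduced calcium response which marks RGS4 activation or potentiation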
#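 Also added: carbachol at ECmax as muscarinic agonist stimulus; Assay system: HEK293 cells with stable M3R and inducible RGS4; Timing: overnight RGS4 induction, 30 min dye load 37 °C, 20 min compound RT; Measured by: Fluo4-AM (2 µM) calcium-flux fluorescence, kinetic read.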
# RGS4 block – RGS4 inhibitors, primary screen, cell-based, HEK293 M3R inducible RGS4, calcium flux. Regulator of G-protein signaling 4 (Homo sapiens), P49798. Fluo-4 calcium flux; active compounds read high; triggered by carbachol at its EC20. B-score at 10 µM. hit rate 0.45% among 310,000;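 active = B-score, a plate-corrected calcium signal, over three deviations above library mean, with baseline fluorescence within five deviations of library mean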;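 also: RGS4 expression induced by doxycycline in cells with stable M3 receptor; B-score is computed from the integrated fluorescence ratio over baseline after carbachol; higher B-score means a larger calcium signal and so more RGS4 inhibition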
# Target sequence (P49798 whole entry, looked up): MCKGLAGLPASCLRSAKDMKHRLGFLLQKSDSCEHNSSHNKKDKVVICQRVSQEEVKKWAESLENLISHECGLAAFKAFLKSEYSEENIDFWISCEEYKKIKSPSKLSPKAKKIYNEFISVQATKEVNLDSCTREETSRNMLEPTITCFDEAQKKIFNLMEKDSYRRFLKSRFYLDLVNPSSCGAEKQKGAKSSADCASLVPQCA
# * = called active by the depositor; i = inactive; x = no result given. Rows are unselected. About 6.3% of those tested had a hit in this group.
molecule,KCNK9 inh,RGS4 block,SKKanGAS inh,KCNK3 inh,RGS4 act,TMEM16A act,HDAC3 inhib,KCNQ1 inh,KCNQ1 act,ANO1 block,hERG rescue
O=C(COc1ccc(Cl)cc1)Nc1ccc(Cc2ccncc2)cc1,i,i,-7,i,i,i,3,i,i,25*,-11
CCN(C(=O)CSc1nnnn1-c1cc(C)ccc1OC)C1CCS(=O)(=O)C1 (stereo not given),i,i,-1,i,i,i,-1,i,i,i,-9
Cc1ccc(CNC(=O)CCCc2cn(C)c3ccccc23)cc1,i,i,-9,i,i,i,-1,i,i,i,-6
COCCNC(=O)CN1C(=O)/C(=C/c2ccccc2)Oc2ccc(C(C)(C)C)cc21,i,i,35,i,i,i,0,i,i,i,-5
CCOC(=O)c1ccc(N2C(=O)CC(N(Cc3ccc4c(c3)OCO4)C(=O)Nc3ccccc3)C2=O)cc1 (stereo not given),i,i,0,i,i,i,14,i,i,i,-13
CC12CCC(C(=O)NCc3ccccc3Cl)(OC1=O)C2(C)C (stereo not given),i,i,5,i,i,i,2,i,i,i,-17
Cc1ccc(C(=O)N(CC(=O)NC2CCCC2)c2ccccc2Cl)s1,i,i,-3,i,i,i,6,i,i,i,-4
Cc1cccc(NC(=O)CSc2nc3c(c(=O)[nH]2)CCCC3)c1C,i,i,1,i,i,i,6,i,i,i,-5
CC1=CC(c2ccc(Cl)cc2)n2nc(NC(=O)CCCC(=O)O)nc2N1 (stereo not given),i,i,4,i,i,i,-30,i,i,i,-9
COc1cccc(/C=C/c2nc3c(cnn3-c3ccccc3)c(=O)[nH]2)c1,i,i,-13,i,i,i,-21,i,i,i,-12
S=C(NCCCN1CCOCC1)Nc1ccc(Cl)c(Cl)c1,i,i,2,i,i,i,8,i,i,i,-9
COc1ccc(C2CC(=O)c3cnn(-c4nc(C)cc(C)n4)c3C2)cc1OC (stereo not given),i,i,4,i,i,i,2,i,i,i,-5
O=c1oc2ccccc2cc1-c1csc(NN=C2CCCCC2)n1,i,i,1,i,-7.5*,i,4,i,i,i,-7
Nc1cc(Cl)ccc1N1CCCCC1,i,i,-1,i,i,i,9,i,i,i,-21
O=C(Nc1cccc(C(=O)NC2CCCCC2)c1)c1ccccc1,i,i,1,i,i,i,10,i,i,i,-1
S=C(NCC1CCCCC1)Nc1cccnc1,i,i,3,i,i,i,-10,i,i,i,-4
CCC(=O)c1ccc(OCC(O)CNCc2ccc(F)cc2)cc1 (stereo not given),i,i,2,i,i,i,1,i,i,i,-6
COc1ccccc1OCCNC(=O)C1CCN(C(C)=O)CC1,i,i,-2,i,i,i,-6,i,i,i,-6
CCCCN(CC)CCCNC(=O)C1CCN(c2ncnc3c2sc2cccc(F)c23)CC1,i,i,-4,i,-7.1*,i,5,i,i,i,-8
CCOC(=O)N1CCN(C2=C(NS(=O)(=O)c3ccccc3)C(=O)c3ccccc3C2=O)CC1,i,i,28,i,i,i,5,i,i,i,-13
O=C(C1=C(O)C(=O)N(CCc2ccccc2)C1c1cccnc1)c1ccco1 (stereo not given),i,i,12,i,i,i,5,i,i,i,-8
Cc1ccc(C(=O)Nc2nc(-c3ccccc3)c(-c3ccccc3)o2)cc1,i,i,113*,i,i,i,0,i,40*,i,-1
O=C(NCc1ccc2c(c1)OCO2)c1cc(-c2ccccc2)nn1CC1CC(c2cccnc2)=NO1 (stereo not given),i,i,-2,i,i,i,2,i,i,i,-14
O=C(CN1CCN(Cc2ccccc2Cl)CC1)N/N=C/c1cccs1,i,i,-4,i,i,i,6,i,i,i,-9
COCCNC(=S)N1CCN(c2nc(-c3ccc(Cl)cc3)cs2)CC1,i,i,4,i,i,i,-4,i,i,i,-4
O=C1CSC(c2ccccn2)N1c1ccccc1 (stereo not given),i,i,-1,i,i,i,0,i,i,i,-9
CCCN1C=CC(=C/C=C(\C#N)C(=O)OCC)C=C1,i,i,1,x,i,x,30*,12*,i,i,-30
CCCN(CCC)S(=O)(=O)c1ccc(NC(=O)c2cc(C(=O)OC)cc([N+](=O)[O-])c2)cc1,i,i,6,i,i,i,2,i,i,i,-11
CCCNS(=O)(=O)c1ccc(OCC(=O)NCc2ccco2)cc1,i,i,-2,i,i,i,2,i,i,i,-6
O=C(CCCc1nc2ccccc2s1)N1CCN(c2ccccc2F)CC1,i,i,3,i,i,i,-1,i,i,i,-10
CC(=O)Nc1c2c(nn1-c1ccc(C)cc1)CSC2,i,i,6,i,i,i,-5,i,i,i,-3
COc1ccc2c(c1)c(C(C)=O)c(C)n2CCc1ccccc1,i,i,-6,i,i,i,3,i,i,i,-4
COC(=O)c1c(NC(=O)Cc2ccccc2)sc2c1CC(C)(C)NC2(C)C,i,i,5,i,i,i,5,i,i,i,-7
Cc1ccc(S(=O)(=O)/N=C(/Nc2nc(C)cc(C)n2)N2CCOCC2)cc1,i,i,9,i,i,i,-1,i,i,i,-6
COc1ccc(-c2ccc(-c3noc(C(C)C)n3)c(OC)n2)cc1,i,i,34,i,i,i,-10,i,i,i,-6
O=C(NCCCCNC(=O)c1cccnc1)c1cccnc1,i,i,-9,i,i,i,-6,i,i,i,-16
COc1cccc(N(CC(=O)NCC2CCCO2)C(=O)CCC(=O)Nc2nccs2)c1 (stereo not given),i,i,3,i,i,i,2,i,i,i,-7
COc1ccc(C2NC(=O)NC(C)=C2C(=O)OCC2CCCCC2)cc1OC (stereo not given),i,i,-4,i,i,i,4,i,i,i,-5
O=C(CSc1nc(-c2ccccc2)cc(=O)[nH]1)NCc1ccc2c(c1)OCO2,i,i,12,i,i,i,-2,i,i,i,-6
COc1ccc(N2CC(C(=O)NCCc3ccc(OC)c(OC)c3)CC2=O)cc1 (stereo not given),i,i,-1,i,i,i,-12,i,i,i,-16
COc1ccc(OC)c(S(=O)(=O)N2CCC(C(=O)N3CCN(c4ccc(F)cc4)CC3)CC2)c1,i,i,9,i,i,i,9,i,i,i,-7
Cc1ccc(OCc2nnc(SCC(=O)NC3CCCCC3)n2C)cc1,i,i,-3,i,i,i,4,i,i,i,-3
Cc1cc2c(SCC(=O)NCC3CCCO3)ncnc2s1 (stereo not given),i,i,2,i,i,i,x,i,i,x,-9
Cc1n[nH]c(=O)nc1N/N=C/c1cccs1,i,i,-2,i,i,i,7,i,i,i,-15
C=CCSc1nc2c(c(=O)[nH]1)C(C(C)C)C(C#N)=C(N)O2 (stereo not given),i,7.6*,6,i,i,i,-5,i,i,i,-3
Clc1ccc(-c2nnc(-c3ccccc3)o2)cn1,i,i,-5,i,i,i,-4,i,i,i,-6
Cc1c(Cl)cccc1NC(=O)Cn1nnc(C(=O)NCc2cccs2)c1N,i,i,1,i,i,i,-2,i,i,i,-6
CSc1nnnn1-c1ccc(C)c(Cl)c1,i,i,2,i,i,i,3,i,i,i,-5
CCCc1nc(NCc2ccco2)c(C#N)c2c1COC(C)(C)C2,i,i,5,i,i,i,5,i,i,i,-5
O=C(Nc1cc(Sc2nc3ccccc3s2)cc([N+](=O)[O-])c1)c1cccc(F)c1F,i,i,6,i,i,i,-4,6*,i,i,-18
CCOC(=O)C[C@H]1c2cc(F)ccc2S(=O)(=O)N1c1ccccc1,i,i,-2,i,i,i,1,i,i,i,-14
CCc1cc2ccc(C)c(C)c2nc1SCC(=O)Nc1cc(C)on1,i,i,-1,i,i,i,0,i,i,i,-6
OC1CCC(NC(=S)Nc2ccc(SC(F)F)cc2)CC1 (stereo not given),i,i,-1,i,i,i,2,i,i,i,-6
CC[C@@H]1[C@H]2CCCC(=O)N3CC[C@@H](C[C@@H]1Nc1ccccc1)[C@@H]23,i,i,4,i,i,i,0,i,i,i,-6
O=C(NCCCN1CCOCC1)c1ccc(Cl)s1,i,i,-1,i,i,i,4,i,i,i,-8

# Profiles, looked up by structure. Order of screens: KCNK9 inh	RGS4 block	SKKanGAS inh	KCNK3 inh	RGS4 act	TMEM16A act	HDAC3 inhib	KCNQ1 inh	KCNQ1 act	ANO1 block	hERG rescue
# Entry for CSc1nnnn1-c1ccc(C)c(Cl)c1 = i	i	2	i	i	i	3	i	i	i	-5
# Entry for Cc1c(Cl)cccc1NC(=O)Cn1nnc(C(=O)NCc2cccs2)c1N = i	i	1	i	i	i	-2	i	i	i	-6
# Entry for CCc1cc2ccc(C)c(C)c2nc1SCC(=O)Nc1cc(C)on1 = i	i	-1	i	i	i	0	i	i	i	-6
# Entry for Cc1cc2c(SCC(=O)NCC3CCCO3)ncnc2s1 (stereo not given) = i	i	2	i	i	i	x	i	i	x	-9

# Of the compounds above, 3 have a furan ring, fused or not.
molecule,KCNK9 inh,RGS4 block,SKKanGAS inh,KCNK3 inh,RGS4 act,TMEM16A act,HDAC3 inhib,KCNQ1 inh,KCNQ1 act,ANO1 block,hERG rescue
O=C(C1=C(O)C(=O)N(CCc2ccccc2)C1c1cccnc1)c1ccco1 (stereo not given),i,i,12,i,i,i,5,i,i,i,-8
CCCNS(=O)(=O)c1ccc(OCC(=O)NCc2ccco2)cc1,i,i,-2,i,i,i,2,i,i,i,-6
CCCc1nc(NCc2ccco2)c(C#N)c2c1COC(C)(C)C2,i,i,5,i,i,i,5,i,i,i,-5
